EBV LMP1 NFkB = inhibitors of Epstein-Barr LMP1-induced NF-kappaB reporter. AID 504558. actives 0.69% (n = 350,000). inhibition, % at 12.5 µM. LMP1-induced NF-kappaB luciferase reporter cells, luminescence; in the data active = inhibition above about 41%;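 also: 0% = neutral control wells and 100% = reference inhibitor control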
NOD2-RIPK2 inh = NOD2-RIPK2 protein interaction inhibition; actives 0.38% (n = 360,000); AID 624267; inhibition, % at 4.98 µM; O43353; CHO BLA complementation NOD2-RIPK2, CCF4 ratio; in the data active = inhibition above about 21%;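 also: 0% = vehicle only and 100% = reference blocker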
Target sequence (O43353 whole entry, looked up): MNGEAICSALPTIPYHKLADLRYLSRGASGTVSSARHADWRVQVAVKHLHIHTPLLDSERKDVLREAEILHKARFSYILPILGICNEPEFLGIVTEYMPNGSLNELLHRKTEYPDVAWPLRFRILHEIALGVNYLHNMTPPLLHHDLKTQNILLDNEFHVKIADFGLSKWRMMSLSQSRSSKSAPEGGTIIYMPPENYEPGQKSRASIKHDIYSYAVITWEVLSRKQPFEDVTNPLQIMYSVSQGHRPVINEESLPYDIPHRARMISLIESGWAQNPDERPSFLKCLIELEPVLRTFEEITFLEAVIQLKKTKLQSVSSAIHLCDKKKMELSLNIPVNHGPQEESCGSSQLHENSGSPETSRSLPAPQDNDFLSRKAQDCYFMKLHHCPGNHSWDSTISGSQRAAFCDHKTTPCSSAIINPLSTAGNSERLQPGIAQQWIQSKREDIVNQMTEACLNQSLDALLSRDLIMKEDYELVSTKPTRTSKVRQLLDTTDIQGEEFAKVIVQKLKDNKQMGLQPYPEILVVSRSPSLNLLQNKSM
Vif inh = inhibitors of HIV Vif. actives 0.35% (n = 340,000). AID 602346. inhibition, % at 7.49 µM. HEK293T cells, Vif self-association by quenched fluorescence, imaging, 24 h; in the data active = inhibition above about 50%, passing the limit was not always enough; also: some results filed as inactive read as strong as hits
TRAIL sens C8 = caspase-8 TRAIL sensitization | NB7+C8 cells + TRAIL, ATPlite viability luminescence | inhibition (viability loss, TRAIL sensitization), % at 10 µM | actives 1% (n = 360,000);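 active = compounds causing at least 50% loss of cell viability in the single-dose screen, relative to plate controls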
SRC3 inh = inhibits human SRC3 coactivator. actives 0.17% (n = 360,000). Q9Y6Q9. HEK293 GAL4-SRC3 luciferase reporter, luminescence. inhibition, % at 3.6 µM;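 active = inhibition above a per-campaign cutoff, the mean of all compounds plus 3 SD, cut at about 60% in these data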;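 also: 0% = DMSO-treated cells and 100% = gossypol-treated cells at 36 µM; higher means less SRC3-driven luciferase light from the GAL4 reporter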
TROY NFkB inh = blocks TROY-dependent signaling in reporter cells. Q293 LMP1-TROYcd NF-kB luciferase reporter, 4 h. inhibition, % at 10 µM. actives 0.98% (n = 360,000). AID 1347056;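 active = compounds whose plate-normalised and pattern-corrected inhibition of the luciferase reporter signal at the single screening dose is 50% or more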
TLR9-MyD88 block = inhibitors of human TLR9-MyD88 binding | Q9NR96+Q99836 | CHO BLA complementation TLR9-MyD88, CCF4 FRET ratio | inhibition, % at 4.98 µM | actives 0.21% (n = 340,000) | AID 504734;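 active = inhibition above the mean over all tested compounds plus 3 SD, cut at about 21% in these data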;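 also: 0% = DMSO only wells and 100% = clavulanate BLA inhibitor control wells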
COUP-TFII inh = inhibitors of human COUP-TFII (NR2F2); AID 686940; HEK293T NGFI-A luciferase reporter, luminescence; inhibition, % at 8.6 µM; P24468; actives 0.7% (n = 370,000);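 active = inhibition above a per-plate cutoff, mean inhibition of test wells between control levels plus 3 SD, cut at about 38% in these data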;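 also: cells cotransfected with COUP-TFII expression vector driving the NGFI-A reporter; 0% = median of COUP-TF2 test wells and 100% = reporter-only cells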
NCOA1 inh = inhibitors of human steroid receptor coactivator 1 (SRC1) | actives 0.12% (n = 360,000) | HEK293 GAL4-SRC1 luciferase reporter, luminescence | inhibition, % at 3.6 µM | AID 588354;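 active = inhibition above the campaign mean plus 3 SD, with each screening campaign given its own cutoff, cut at about 60% in these data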;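 also: 0% = DMSO treated cells and 100% = gossypol at 36 µM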
NCOA2 inhibitor = inhibits human steroid receptor coactivator 2; Q15596; HEK293 GAL4-SRC2 luciferase reporter, luminescence; inhibition, % at 9 µM; actives 0.17% (n = 370,000); AID 651957;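 active = inhibition above the mean inhibition of all tested compounds plus 3 SD, set per campaign, cut at about 52% in these data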;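 also: 0% = DMSO treated cells and 100% = cells given Gossypol at 36 µM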
LRH-1 inv ag = inverse agonists of human LRH-1 (NR5A2); O00482; actives 0.13% (n = 360,000); HEK293T StAR-luciferase reporter, LRH-1 transfected, 24 h; AID 602396; inhibition, % at 3.6 µM;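 active = inhibition above the mean inhibition of all tested compounds plus 3 SD, cut at about 73% in these data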;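 also: 0% = DMSO wells and 100% = reporter-only cells lacking LRH-1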
Target sequence (O00482 whole entry, looked up): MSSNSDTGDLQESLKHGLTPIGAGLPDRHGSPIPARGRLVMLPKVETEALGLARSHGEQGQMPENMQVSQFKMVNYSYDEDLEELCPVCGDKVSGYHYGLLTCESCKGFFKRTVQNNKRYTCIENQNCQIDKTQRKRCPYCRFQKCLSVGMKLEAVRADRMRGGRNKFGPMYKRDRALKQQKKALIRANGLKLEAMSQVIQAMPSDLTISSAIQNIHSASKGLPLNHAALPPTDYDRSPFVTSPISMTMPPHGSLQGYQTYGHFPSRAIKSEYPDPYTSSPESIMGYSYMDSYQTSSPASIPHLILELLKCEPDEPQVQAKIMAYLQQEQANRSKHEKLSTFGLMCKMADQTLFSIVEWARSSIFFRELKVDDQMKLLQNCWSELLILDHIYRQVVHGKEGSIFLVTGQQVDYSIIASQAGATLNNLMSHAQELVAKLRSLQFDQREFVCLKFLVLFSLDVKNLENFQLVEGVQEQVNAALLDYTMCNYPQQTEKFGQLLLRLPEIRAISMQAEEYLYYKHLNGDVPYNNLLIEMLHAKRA
Numbers without * were called inactive; . = not tested or not shown; & = joins results of further samples.

SMILES	EBV LMP1 NFkB	NOD2-RIPK2 inh	Vif inh	TRAIL sens C8	SRC3 inh	TROY NFkB inh	TLR9-MyD88 block	COUP-TFII inh	NCOA1 inh	NCOA2 inhibitor	LRH-1 inv ag
O=c1[nH]c(SCc2ccc(OC(F)(F)F)cc2)nc2c1CCC2	.	-1	-2	8	9	-19	.	-18	2	-7	5
CCN1CCN(Cc2ccc(NC(=O)c3ccc(C)c(NC(=O)C[C@@H]4NC(=O)[C@H](Cc5ccccc5)NC4=O)c3)cc2C(F)(F)F)CC1	40&-1	5&-4	1	-8&-12	-2&-7	6&0	-3&3	-3&2	3&-7	20&-9	-9&-2
N=c1c(-c2nc3ccccc3[nH]2)cc(C(=O)c2cccs2)nn1-c1ccccc1	42*	6	4	19	1	-14	-7	.	-2	.	-6
Cc1ccc(-c2nc(CSCC(=O)Nc3cc(C)on3)c(C)o2)cc1	-1	0	.	-25	1	-6	-8	18	6	-5	-10
Cc1cc2nc(C)n(CCCNC(=O)Nc3ccc(F)cc3)c2cc1C	5	2	-3	8	-7	7	4	-12	-5	-19	4
CC1(C)CC(=O)/C(=C(\O)c2ccccc2)C(=NCCO)C1	-2	-17	4	-6	9	-12	-3	4	18	-5	11
Cc1ccc(Nc2nc(NCCO)nc(N3CCCC3)n2)cc1	4	12	9	-11	10	-2	2	0	3	29	-44
Cn1c(CNc2nc(-c3ccccc3)cs2)nnc1SCC(=O)c1ccccc1	18	-2	-4	-11	0	2	2	-7	-7	29	-5
O=C(Cn1cc(C(=O)C(F)(F)F)c2ccccc21)NCc1ccco1	-12	2	-5	-14	6	-29	-1	8	-1	-7	-10
CCCCCn1c(SCCc2ccccc2)nc2c1c(=O)[nH]c(=O)n2C	2	5	44	-7	16	-33	0	-6	2	-21	1
CCOC(=O)c1ccc(NC(=S)NCc2ccccc2)cc1	3	-6	-6	-2	-10	-17	-1	-44	-7	2	-3
O=C(CSc1ccccc1)NCCc1ccc(F)cc1	-21	-8	-1	10	-6	-31	-7	4	-91	3	12
C=C(C)c1cccc(C(C)(C)NC(=O)Nc2ccc(C(C)=O)cc2)c1	-3	2	2	12	4	9	3	-3	-9	20	-24
Cn1cc(CN2CCCC(C(=O)c3ccc(-c4ccccc4)c(F)c3)C2)cn1 (stereo not drawn)	-12	6	-3	-1	9	-1	-5	-5	-15	-5	-16
Cc1ccc(C(=O)O/N=C(\c2ccccc2)c2ccncc2)cc1	4	-3	2	24	10	17	.	11	-3	0	5
CC(C)(C)c1ccc(OCC(O)CN2CCN(C(=O)c3ccccc3)CC2)cc1 (stereo not drawn)	0	2	0	13	-23	5	1	3	8	-44	0
CCN(c1cccc(C)c1)S(=O)(=O)c1ccc2c(c1)CCN2C(C)=O	9	-9	-6	30	11	35	-5	9	8	1	5
CC(C)(C)C(=O)CSc1nnc(Nc2ccccc2)s1	-18	-9	-1	7	-39	-20	5	-18	-49	-65	-73
Cc1ccccc1SCC(=O)Nc1cc(C(F)(F)F)ccc1N1CCOCC1	6	3	-8	4	16	-6	4	.	8	.	-25
COc1ccc(CNc2ccc3c(c2)ncn3C)cc1OC	-2	2	48	21	-22	-11	-7	-5	16	-6	2
Cc1cc2c(c(N)n1)c(=O)oc1ccccc12	-3	-7	6	-10	-1	.	-3	-8	-6	-15	-43
C[C@H](CO)N1C[C@H](C)[C@@H](CN(C)C(=O)Nc2ccc(C(F)(F)F)cc2)Oc2c(NC(=O)Nc3ccc4c(c3)OCO4)cccc2C1=O	5	6	3	5	14	-29	-4	2	-9	2	14
CCOC(=O)C1CCN(Cc2cnc(Oc3ccc(Cl)cc3C)s2)CC1	-3	3	12	10	-4	2	-5	3	0	8	-9
O=C(Nc1nc(=S)ss1)c1ccc(Cl)cc1Cl	18	5	8	-13	11	18	0	-8	-8	-21	9
Cc1cc(/C=C(\C#N)C(=O)NCCc2c[nH]c3ccccc23)c(C)n1C	3	7	-2	-6	12	-14	1	-4	-5	-60	-1
CC(C)Oc1ccc(C(=O)N2CCCC2C(=O)O)cc1 (stereo not drawn)	-26	-4	6	-2	3	-4	5	-14	-7	-17	0
COc1ccccc1C(=O)N/N=C/c1c[nH]c2ccccc12	-10	-10	-10	11	-28	-36	1	11	-16	-24	-9
Cc1nn(CCC(=O)N2CCN(S(=O)(=O)c3ccccc3)CC2)c(C)c1C	-1	-2	-5	13	5	4	-4	6	-10	-1	-9
O=C(Nc1ccc2c(c1)OCCO2)C1CCC1	-15	0	8	-5	-30	-15	8	-5	-87	-14	-2
O=C(COC(=O)CCS(=O)(=O)c1ccccc1)NC(=O)c1ccc(OC(F)F)cc1	9	3	0	-5	-1	8	5	3	-8	5	3
COCCNC(=S)N(CCCO)Cc1cc2cc3c(cc2[nH]c1=O)OCCO3	-3	-1	29	-4	-7	6	2	4	8	-6	-9
C/C=C\C=C/C(=O)Nc1cccc(C2=NOC3(C2)C[C@@H](C(N)=O)N(C(=O)COc2ccc(Cl)cc2)C3)c1 (stereo partly drawn)	8	-1	.	4	-8	-3	-7	4	1	3	16
O=C(COC(=O)c1ccccc1F)NNC(=O)c1ccccc1	4	-3	-4	9	-8	-10	1	0	16	4	-4
CCCCc1ccc(S(=O)(=O)Nc2cc(C)on2)cc1	-5	-1	-1	4	11	21	-18	12	-12	-5	-3
Cc1ccc(OCC(=O)N2C(C)CCCC2C)c([N+](=O)[O-])n1 (stereo not drawn)	1	-11	-4	16	10	4	-2	12	-3	-5	-1
CCOc1ccc(-c2c(=O)n(OCc3ccccc3Br)c3ccccc3[n+]2[O-])c(OCC)c1	-1	-3	-3	1	16	6	-4	3	-22	-1	-2
O=C(C1COc2ccccc2O1)N1CCN(c2nc3ccccc3s2)CC1 (stereo not drawn)	1	4	-5	-4	14	-4	-9	-10	-16	0	-12
COc1ccc(CN2C[C@H]3CON(C)[C@H]3C[C@H]2c2ccc(-c3cccc(F)c3)cc2)cc1	7	8	.	17	4	3	4	0	16	11	12
CC(C)C1Oc2ccccc2N(CC(=O)NC2CCCCC2)C1=O (stereo not drawn)	-5	6	37	-10	-4	-10	0	2	8	-23	10
O=C(CN(CCO)c1ccccc1)Nc1cccc(S(=O)(=O)N2CCCC2)c1	-3	-7	-10	-3	-20	-10	-1	10	-12	9	-9
COc1cc(C)c2occ(/C(C)=N\O)c2c1	4	-1	-2	-9	16	-4	-15	-6	-20	-12	10
COc1ccccc1/C=C/C(=O)Nc1cccc(C(C)=O)c1	6	-6	-5	-4	-26	-61	0	-6	-19	-28	-67
Cc1nc(NC(=S)NC(=O)c2ccccc2)sc1C	-37	-8	2	63*	-71	-1	1	-33	-80	-33	-38
CC(C)COC(=O)N1CCCCC1c1cc(C(=O)NCc2ccc(F)cc2)no1 (stereo not drawn)	.	-1	11	6	-7	-6	.	3	2	17	16
CC1CN(C(=O)/C=C/c2ccccc2[N+](=O)[O-])CC(C)O1 (stereo not drawn)	-6	-3	-3	0	7	12	8	2	7	3	6
C/C(=N\NC(=O)C(O)c1ccccc1)c1cccnc1 (stereo not drawn)	-11	1	-2	2	4	6	-5	-2	4	-15	3
O=c1[nH]c(/C(Cl)=C/c2cc(Cl)ccc2O)nc2cc(Cl)ccc12	2	4	6	21	16	18	-3	10	-8	27	-18
COc1ccc(CC(=O)OCC(=O)NCCc2ccccc2)cc1OC	2	-4	-14	-7	0	3	6	10	16	2	-7
c1ccc(Oc2ccccc2-c2cc(NCCc3cccnc3)n3nccc3n2)cc1	.	-5	-5	0	-18	14	.	3	11	18	12
Cc1ccc(C(=O)Nc2ccc(NC(=O)c3cccs3)cc2)cc1[N+](=O)[O-]	-20	-3	-2	3	6	-9	-13	-7	-9	-9	-4
CCc1ccc2[nH]c(C(=O)Nc3ccc(Br)c(C)n3)cc2c1	-22	-1	-6	-5	-53	31	3	-11	-33	-28	-31
O=C(O)C1CC(O)CN1C(=S)Nc1ccccc1 (stereo not drawn)	-8	-2	-10	-4	10	14	4	-3	-19	0	7
COc1cc(OC)cc(C(=O)NC(=S)Nc2ccc(NC(=O)c3ccco3)cc2)c1	15	-5	3	-8	12	-1	-1	9	6	-4	11
Cc1[nH]c(=O)[nH]c(=O)c1S(=O)(=O)N1CCCC(C(=O)NCc2ccco2)C1 (stereo not drawn)	-12	6	0	-6	3	-13	3	10	-1	-35	-10
O=C(CCc1ccccc1)NNC(=S)NCc1ccc(Cl)cc1	-16	-1	.	-22	0	-17	-19	-5	-4	3	17
CC(=O)Nc1ccc(OCC(O)CN2CCN(c3cc(Cl)ccc3C)CC2)cc1 (stereo not drawn)	1	7	-9	23	17	-22	-6	-23	4	5	4
Cc1ccc(C)c(NC(=O)CN(C)S(=O)(=O)c2ccc(F)cc2)c1	3	2	-1	0	0	-13	3	-17	6	15	-11
O=C(Nc1ccc(F)cc1F)c1cc2n(n1)C(C(F)(F)F)C1CCCCC1N2 (stereo not drawn)	-23	-4	3	2	5	11	-3	12	-33	-27	11
CCC(CC)NC(=O)COC(=O)c1ccc(OCC(=O)Nc2ccccc2OC)c(OC)c1	1	-11	10	-2	-8	-8	-2	1	0	-15	-5
COc1ccccc1N1CCN(C(=O)C2=CC=CN3CCS(=O)(=O)N=C23)CC1	1	-4	-1	8	4	-5	-1	-8	0	-10	10

Further structures.
SMILES	EBV LMP1 NFkB	NOD2-RIPK2 inh	Vif inh	TRAIL sens C8	SRC3 inh	TROY NFkB inh	TLR9-MyD88 block	COUP-TFII inh	NCOA1 inh	NCOA2 inhibitor	LRH-1 inv ag
NC(=O)CSc1ncnc2c1cnn2Cc1ccccc1	0	-3	0	3	-8	8	-2	19	5	1	-10
CCN(CC)S(=O)(=O)c1csc(C(=O)OCC(=O)c2ccccc2)c1	4	4	5	1	12	-6	-1	-5	-30	-10	21
CCOc1ccc(/C=N/NC(=O)C(O)c2ccccc2)c(O)c1 (stereo not drawn)	33	-2	0	26	7	-17	-1	22	14	-6	-7
COc1ccc(OC)c(C(=O)CSc2nc3ncccc3[nH]2)c1	-16	1	-12	-3	-1	-8	-5	-12	5	12	-3
[O-]/C(=C(\C(=S)Nc1ccccc1F)[n+]1ccccc1)c1ccc(-c2ccccc2)cc1	0	4	8	-7	-29	-43	-15	-27	-61	-7	-9
COC(=O)CN1C(=O)COc2ccc(S(=O)(=O)N3CCCC3)cc21	-11	3	-10	-17	3	2	0	2	8	9	-2
O=C(N/N=C1\CCSc2ccc(F)cc21)c1cccnc1	-2	-5	.	-7	-1	-8	5	-12	-25	-17	-22
Cc1cc(C)nc(-n2nc(C)cc2NC(=O)c2cc3ccccc3oc2=O)n1	2	4	-16	-4	8	5	5	-3	1	-14	7
Cc1cc(C)cc(N(CC(=O)N2CC=C(c3ccccc3)CC2)S(=O)(=O)c2c(C)noc2C)c1	-2	1	3	5	2	17	-11	-14	-26	-3	-1

Compound activity (PubChem)

Some of the compounds tested, so the mix of outcomes need not match the whole.
